High-throughput results deposited in PubChem BioAssay by several laboratories.
TRPC4 PAM: allosteric potentiators of mouse TRPC4 channel; B-score at 10 µM; Q9QUQ5; HEK293 TRPC4beta/mu-opioid, DAMGO EC20, Fluo-4 Ca2+ flux; hits give high values; 310,000 compounds, 0.42% hits; AID 2227;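 active = B-score of calcium response area above 5 SD of library B-scores, with initial fluorescence ratio within 5 SD of library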;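 note: B-score of integrated fluorescence ratio over time as area under calcium response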
DYRK1A inh: Dyrk1A (rat) kinase inhibition; 310,000 compounds, 0.43% hits; inhibition, % at 12.5 µM; Q63470; ADP-Glo luminescence, NFATc1 peptide; in the data active = inhibition above about 50%;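 note: plate controls were vehicle with enzyme for no effect and no enzyme for full effect; many of its hits are not listed in these tables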
TMEM16A inh: mouse TMEM16A channel inhibition, primary screen; Q8BHY3; HEK293 TMEM16A/YFP iodide influx fluorescence, ionomycin; normalized B-score (activity score, 25-100; higher = stronger inhibition) at 10 µM; 310,000 compounds, 1.2% hits; AID 588511;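 active = ratio plate-corrected score three or more library SD toward inhibition, starting fluorescence score within five deviations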;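 note: score derived from kinetic fluorescence span divided by baseline fluorescence per well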
KCNK3 block: human KCNK3 channel inhibition, primary screen | AID 602410 | CHO-KCNK3 thallium flux, FluxOR fluorescence; hits give low values | B-score at 10 µM | 340,000 compounds, 0.84% hits;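 active = B-score under library mean minus 4 SD, starting fluorescence ratio at most library mean plus 5 SD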;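 note: more negative B-score means stronger inhibition of thallium flux through KCNK3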
Target sequence (O14649 whole entry, looked up): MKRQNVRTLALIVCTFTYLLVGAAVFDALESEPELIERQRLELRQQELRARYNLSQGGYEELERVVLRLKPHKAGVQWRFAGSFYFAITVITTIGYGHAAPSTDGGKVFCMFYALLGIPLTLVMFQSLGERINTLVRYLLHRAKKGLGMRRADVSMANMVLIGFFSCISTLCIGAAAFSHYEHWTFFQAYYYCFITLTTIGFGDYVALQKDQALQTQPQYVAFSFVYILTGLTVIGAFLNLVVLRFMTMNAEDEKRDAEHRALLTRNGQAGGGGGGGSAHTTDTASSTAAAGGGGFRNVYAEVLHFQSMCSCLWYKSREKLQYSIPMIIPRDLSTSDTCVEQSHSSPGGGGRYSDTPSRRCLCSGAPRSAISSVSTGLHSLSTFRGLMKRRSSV
hERG protect: shields human hERG channel from block by proarrhythmic agents; Q12809; CHO-hERG, FluxOR thallium flux, dofetilide IC70 present; activation (rescue from dofetilide block), less the hit threshold, % at 10 µM; 310,000 compounds, 0.51% hits; AID 1511;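 active = activation above the mean of controls blocked by dofetilide plus 5 SD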;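 note: thallium influx through hERG after potassium depolarization seen as dye fluorescence rise; in these data hits start at about 4.7%; inactives centre near -7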
KCNQ1 inh: inhibitors of human KCNQ1 potassium channel; CHO-K1 KCNQ1, FluxOR thallium flux fluorescence; hits give high values; B-score at 10 µM; 310,000 compounds, 1.3% hits;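 active = compounds whose thallium flux B-score, printed positive for inhibition, exceeds three library SD while starting fluorescence stays within three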;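 note: channel opened by potassium depolarization with thallium stimulus after 20 min compound exposure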
ANO1 activ: activates or potentiates the mouse TMEM16A chloride channel. Q8BHY3. HEK293 TMEM16A/YFP-H148Q/I152L, iodide quench fluorescence; hits give low values. B-score at 10 µM. 340,000 compounds, 0.3% hits;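 active = fluorescence-ratio B-score plate-corrected deviation score at least 3 library SD below zero, with starting fluorescence score within 5 deviations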;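 note: channel opened by trigger with iodide after compound preincubation; score built on the fluorescence ratio of max minus min over baseline; more negative score means more quench and so TMEM16A activation or potentiation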
TRPC4 agonist: TRPC4 (mouse) channel activation. HEK293 TRPC4beta/mu-opioid, Fluo4 calcium fluorescence; hits give high values. B-score at 10 µM. 310,000 compounds, 0.49% hits;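 active = B-score above 5 SD of library B-scores, and initial fluorescence ratio not above library mean plus 5 SD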;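 note: positive B-score marks a calcium rise read as TRPC4 activation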
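Assay system: HEK293 stable line with TRPC4beta plus mu-opioid receptor; schedule: 45 min room-temperature Fluo4 loading, 110 s read; technique: kinetic Fluo4 calcium fluorescence; evaluation: integrated baseline-normalised fluorescence ratio, converted to per-well B score; controls: buffer (low) and maximal DAMGO (high)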
KCNQ1 pot: potentiates or activates the human KCNQ1 potassium channel | 310,000 compounds, 0.35% hits | CHO-K1 KCNQ1, thallium flux FluxOR fluorescence; hits give high values | P51787 | B-score at 10 µM | AID 2648;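 active = fluorescence ratio B-score, a plate-corrected score, at least three library SD, with initial intensity B-score within 5 SD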
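Assay system: CHO-K1 cells stably expressing KCNQ1. Medium: assay buffer for compound exposure, DMSO matched across wells. Timing: 37 °C overnight plating, 90-min dark dye load, 20-min compound pretreatment. Signal: kinetic FluxOR fluorescence, 10 s baseline plus 110 s post-stimulus.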
HDAC3 inhib: human HDAC3 inhibition. inhibition, % at 8.3 µM. 320,000 compounds, 0.15% hits. recombinant HDAC3, fluorogenic peptide/trypsin coupled, fluorescence; in the data active = inhibition above about 26%, passing the limit was not always enough; inconclusive = no clear call, values can overlap the other calls
KCNK9 inh: inhibitors of human KCNK9 two-pore domain potassium channel. 310,000 compounds, 1.2% hits. Q9NPC2. HEK293 KCNK9, FluxOR thallium flux fluorescence; hits give low values. B-score at 10 µM;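 active = ratio B-score over 3 SD below the library mean, with starting fluorescence within 5 SD of its mean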;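 note: negative B-score means less thallium flux so channel inhibition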
Target sequence (Q9NPC2 whole entry, looked up, the tested form may be a part): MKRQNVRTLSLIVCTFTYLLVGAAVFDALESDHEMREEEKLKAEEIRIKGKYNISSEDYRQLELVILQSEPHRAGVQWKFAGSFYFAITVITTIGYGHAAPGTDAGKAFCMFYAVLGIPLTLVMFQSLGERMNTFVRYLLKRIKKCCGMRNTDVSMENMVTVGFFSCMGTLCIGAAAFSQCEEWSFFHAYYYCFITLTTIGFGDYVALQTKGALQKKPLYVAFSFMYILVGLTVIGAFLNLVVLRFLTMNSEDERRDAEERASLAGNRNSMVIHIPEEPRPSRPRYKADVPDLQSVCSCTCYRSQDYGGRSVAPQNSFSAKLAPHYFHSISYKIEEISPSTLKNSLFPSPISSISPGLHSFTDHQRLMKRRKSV
An asterisk follows results filed as active; i = inactive; ? = inconclusive; / = not tested or not shown. A portion of the library; rates above refer to the full screens.

Below each compound – TRPC4 PAM | DYRK1A inh | TMEM16A inh | KCNK3 block | hERG protect | KCNQ1 inh | ANO1 activ | TRPC4 agonist | KCNQ1 pot | HDAC3 inhib | KCNK9 inh
#1 O=C(O)c1ccc(N2CCCCS2(=O)=O)cc1
  i | -7 | i | i | -5 | i | i | i | i | -6 | i
#2 O=Cc1c(Sc2ccccn2)nc2ccccn2c1=O
  i | 1 | i | i | -6 | i | i | i | i | 4 | i
#3 N=c1n(Cc2ccccc2Cl)c2ccccc2n1CC(O)c1ccco1 (centres undefined)
  i | -11 | i | i | -11 | i | i | i | i | -17 | i
#4 O=C(CN1C(=O)c2ccccc2C1=O)Nc1cccc([N+](=O)[O-])c1
  i | 0 | i | i | 2 | i | i | i | i | -11 | i
#5 COC(=O)Cc1ccc(NC(=S)N2CCN(C(=O)C3CCCO3)CC2)cc1 (centres undefined)
  i | / | i | i | -4 | i | i | i | i | -4 | i
#6 N#CC1=C(N)Oc2c(ccc3cccnc23)C1c1ccncc1 (centres undefined)
  i | / | i | i | -9 | i | i | i | i | 2 | i
#7 O=C(NCCc1ccccc1)C(=O)c1cn(CC(=O)N2CCCC2)c2ccccc12
  i | 1 | i | i | -7 | i | i | i | i | 4 | i
#8 O=C(O)C1C2CCC(C2)C1C(=O)Nc1nc2ccccc2s1 (centres undefined)
  i | 4 | i | i | -5 | i | i | i | i | 1 | i
#9 O=C(NC(O)C(=O)c1ccc(F)cc1)c1ccc(F)cc1 (centres undefined)
  i | -8 | i | i | -5 | i | i | i | i | -6 | i
#10 Cc1ccc(S(=O)(=O)N2CCN(CCNC(=O)C(=O)NCc3ccccc3)CC2)cc1
  i | 1 | i | i | -7 | i | i | i | i | -3 | i
#11 Cc1oc(C(N)=O)cc1COc1ccc(C(N)=O)cc1
  i | -2 | i | i | -10 | i | i | i | i | -3 | i
#12 Cc1nnc(SCC(=O)NC2CCCC2)s1
  i | 2 | i | i | -5 | i | i | i | i | -4 | i
#13 O=C(Cc1cccs1)Nc1ccccn1
  i | -6 | i | i | -4 | i | i | i | i | -2 | i
#14 Cc1cc2c(c(SCC(N)=O)n1)C(=O)OC2
  i | 1 | i | i | -7 | i | i | i | i | 5 | i
#15 O=C(CCS(=O)(=O)c1ccccc1)NC12CC3CC(CC(C3)C1)C2
  i | -16 | i | i | -9 | i | i | i | i | -4 | i
#16 CC1(C)Cc2c(c(N3CCOCC3)nc3snc(Br)c23)CO1
  i | 7 | i | i | -6 | i | i | i | i | ? | i
#17 CCOc1ccc(Br)cc1S(=O)(=O)N1CCCN(C)CC1
  i | / | i | i | -2 | i | i | i | i | 2 | i
#18 COc1ccc(CN2CCN(Cc3cn(C)nc3-c3ccccc3)CC2CCO)c(C)c1C (centres undefined)
  i | 2 | i | i | -8 | i | i | i | i | 2 | i
#19 CC1CC(=O)N(c2ccc(NCCc3ccccc3)c([N+](=O)[O-])c2)C1=O (centres undefined)
  i | 0 | i | i | -12 | i | i | i | i | 3 | i
#20 CCOC(=O)c1ccc(NC2=CC(=O)CC(c3ccco3)C2)cc1 (centres undefined)
  i | / | i | i | -14 | i | i | i | i | 6 | i
#21 Cc1ccc(NC(CC(=O)c2ccccc2)c2ccc(F)cc2)cc1 (centres undefined)
  i | -5 | i | i | -10 | i | i | i | i | -2 | i
#22 O=C(CSc1ncccn1)N/N=C/c1ccc(OC2CSC2)cc1
  i | -3 | i | i | -14 | i | i | i | i | -3 | i
#23 Cc1ccc(S(=O)(=O)/N=C(\N)Nc2nc(C)c3cc(C)c(C)cc3n2)cc1
  i | -16 | i | i | -15 | i | i | i | i | -1 | i
#24 Cc1cccc(C(=O)Nc2nnc(SCC(=O)Nc3ccc4c(c3)oc3ccccc34)s2)c1
  i | 0 | i | i | 2 | i | i | i | i | -3 | i
#25 Cc1c(Cl)cccc1NC(=S)NCc1ccco1
  i | 4 | i | i | -6 | i | i | i | i | -3 | i
#26 COc1cc(CNC2CCC(C)C2)cc(OC)c1 (centres undefined)
  i | 2 | i | i | -5 | i | i | i | i | -1 | i
#27 CCN(CC)C(=O)CSc1nnc(-c2ccncc2)n1N
  i | -8 | i | i | -7 | i | i | i | i | 3 | i
#28 CC1CN(C)C(c2ccccc2)C(C)C12NC(=O)NC2=O (centres undefined)
  i | -6 | i | i | -10 | i | i | i | i | -3 | i
#29 Cc1nc2ccccc2c(C)c1CC(=O)N(CC(C)C)c1c(N)n(Cc2ccccc2)c(=O)[nH]c1=O
  i | -1 | i | i | -24 | i | i | i | i | -2 | i
#30 COCCOC(=O)c1c(C)oc2ccc(NS(=O)(=O)c3ccc(C(=O)O)cc3)cc12
  i | 0 | i | i | -5 | i | i | i | i | 2 | i
#31 CCC1(CC)C(=O)NC(=O)NC1=NCCc1ccc(O)cc1
  i | 14 | i | i | -5 | i | i | i | i | -2 | i
#32 CCOC(=O)N1CCN(C(=O)Cn2c(=O)sc3ccccc32)CC1
  i | 6 | i | i | -8 | i | i | i | i | 0 | i
#33 CCc1nn2c(=O)cc(COc3ccc(/C=C4\C(=N)N5N=C(C)SC5=NC4=O)cc3)nc2s1
  i | -2 | i | i | -13 | i | i | i | i | -3 | i
#34 COc1ccc2[nH]c(O)c(NC(C)=O)c2c1
  i | -3 | i | i | -3 | i | i | i | i | ? | i
#35 CCn1cc(Br)c(C(=O)Nc2cccc(Cl)c2)n1
  i | 8 | i | i | -6 | i | i | i | i | 1 | -12*
#36 COc1ccc(NC(=O)CSc2cccc3cccnc23)c(OC)c1
  i | -1 | i | i | -3 | i | i | i | i | 0 | i
#37 CCOc1ccc(NC(=O)CC2C(=O)N(c3cccc(OC)c3)C(=O)N2C(C)C)cc1 (centres undefined)
  i | 6 | i | i | -10 | i | i | i | i | 3 | i
#38 CCCCC1=CC2=CC(=O)C(C)(OC(=O)c3cccs3)C(=O)C2=CO1 (centres undefined)
  i | 4 | i | i | -4 | i | i | i | i | 1 | i
#39 Cc1ccc(Oc2ccccc2/C=C2\SC(=O)N(C)C2=O)cc1
  i | -2 | i | i | -14 | 6* | i | i | i | 0 | i
#40 Cc1ccc(-c2nnn(CC(=O)N3CCN(c4ccccc4)CC3)n2)o1
  i | -1 | i | i | 0 | i | i | i | i | 7 | i
#41 O=C(CSc1nnnn1-c1ccccc1)NC(=O)Nc1ccc2c(c1)OCCO2
  i | 1 | i | i | -9 | i | i | i | i | 6 | i
#42 COc1cc(NC(=O)C2CCCCN2)ccc1OCC(C)C (centres undefined)
  i | -2 | i | i | -8 | i | i | i | i | 3 | i
#43 CCOC(=O)/C(C#N)=C1/SC(CCO)C(=O)N1c1ccccc1 (centres undefined)
  i | 2 | i | i | -9 | i | i | i | i | 4 | i
#44 CC(=O)NN1C(=O)/C(=C\c2ccc(C)cc2)SC1=S
  i | -8 | i | i | -7 | i | i | i | i | -5 | i
#45 COc1ccc2c(ccc[n+]2CC(=O)c2ccccc2)c1
  i | -6 | i | i | -7 | i | i | i | i | 7 | i
#46 c1ccc(C2[C@H]3CN(Cc4cccnc4)[C@H](c4ccccc4)C34CC2(c2ccccc2)C4)cc1 (some centres undefined)
  i | 1 | i | i | -9 | i | i | i | i | 5 | i
#47 Cc1ccc(C(=O)N2CCN(c3ncccn3)CC2)c(C)c1
  i | -1 | i | i | -11 | i | i | i | i | 2 | i
#48 COc1ccc(CCNC(=O)CSc2ccc(-c3ccco3)nn2)cc1OC
  i | / | i | i | -8 | i | i | i | i | 2 | i
#49 COc1ccc(/C=N/N2C(=O)C3C4C=CC(C4)C3C2=O)cc1[N+](=O)[O-] (centres undefined)
  i | -3 | i | i | -12 | i | i | i | i | 0 | i
#50 O=C(Nc1ccc(Cc2ccncc2)cc1)C1CCC(N2C(=O)C3CCCCC3C2=O)CC1 (centres undefined)
  i | 2 | i | i | -7 | i | i | i | i | 5 | i
#51 CC1=NN(c2ccccc2)C(=O)C1N=Nc1ccc(S(N)(=O)=O)cc1 (centres undefined)
  i | 5 | i | i | -8 | i | i | i | i | -1 | i
#52 COc1ccccc1-c1c(C(F)(F)F)oc2cc(OCC(=O)Nc3ccccc3C(F)(F)F)ccc2c1=O
  i | -4 | i | i | -7 | i | i | i | i | 9 | i
#53 C/C(=N\NC(=O)c1ccncc1)c1cc2ccccc2o1
  i | -4 | i | i | -1 | i | i | i | i | 3 | i
#54 Cc1cccc(NC(=O)N2CCCC2C(=O)NCc2cccs2)c1 (centres undefined)
  i | -4 | i | i | -4 | i | i | i | i | ? | i
#55 Cn1c(CO)cnc1SCC(=O)c1ccc(F)cc1
  i | -1 | i | i | -1 | i | i | i | i | 4 | i
#56 COc1ccc(N(C(=O)CNC(=O)c2cccs2)C(C(=O)NC2CCCC2)c2ccncc2)cc1 (centres undefined)
  i | 0 | i | i | -8 | i | i | i | i | -5 | i
#57 COc1ccc(NS(=O)(=O)c2cc(OC)ccc2NC(=O)c2cc(C)oc2C)cc1
  i | 2 | i | i | -5 | i | i | i | i | 7 | i
#58 Cc1cc(NC(=O)CCC(=O)N(CCC(C)C)C(C(=O)NC2CCCC2)c2cccnc2)no1 (centres undefined)
  i | -8 | i | i | -7 | i | i | i | i | 4 | i
#59 COC(=O)CN(C(=S)Nc1ccc(Cl)cc1)C1CC(=O)N(c2ccc(OC)cc2)C1=O (centres undefined)
  i | -2 | i | i | -11 | i | i | i | i | -6 | i
#60 Cc1cc(Cl)c(S(N)(=O)=O)cc1OCC(=O)NC1CCCCC1
  i | / | i | i | -4 | i | i | i | i | -1 | i

Next results
Below each compound – TRPC4 PAM | DYRK1A inh | TMEM16A inh | KCNK3 block | hERG protect | KCNQ1 inh | ANO1 activ | TRPC4 agonist | KCNQ1 pot | HDAC3 inhib | KCNK9 inh
#61 CCOc1ccc(NC(=NCc2ccc3c(c2)OCO3)SC2CC(=O)N(c3ccc(OCC)cc3)C2=O)cc1 (centres undefined)
  i | 0 | i | i | -5 | i | i | i | i | -4 | i
#62 CCCCC(=O)Nc1cc(-c2nc3ncccc3o2)ccc1C
  i | -2 | i | i | -28 | i | i | i | i | -16 | i
#63 N#CCCN(Cc1ccccc1)C(=O)Nc1ccccc1
  i | -1 | i | i | -10 | i | i | i | i | -1 | i
#64 CCN(CC)S(=O)(=O)c1cccc(-c2nnc(SCC(N)=O)n2CCc2ccccc2)c1
  i | 2 | i | i | -12 | i | i | i | i | -2 | i
